Htt clearance = clearance of mutant huntingtin inclusions, primary screen, imaging, HeLa Exon1htt(103Q)mCFP, confocal imaging; actives 0.42% (n = 47,000); AID 853, 2007; inhibition, % at 1.5 µM; aggregate imaging; zero = plate's median compound well;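 active means inhibition of aggregate fluorescence above about 70%, also judged a hit by eye on the cell image, limit read from the data, passing the limit was not always enough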;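 further: cells exposed to compound for three days before fixation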
Htt clearance grain fraction = further read-out of Htt clearance, marked with its call; fraction fluorescence in grains; measured here: aggregate grain fluorescence fraction; active compounds read low;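 scaled fraction of total cell fluorescence in grains with unit not stated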
Active calls of the source: *.

SMILES	Htt clearance	Htt clearance grain fraction
CCCOC(=O)COc1cc(C)cc2oc(=O)c3c(c12)CCC3	-26.8	26
COc1ccccc1N1CCN(Cc2c(F)cccc2F)CC1	-32.5	28.4
O=C(c1cccc(N2CCCC2=O)c1)N1CCC2(CC1)OCCO2	-17.7	44.7
COc1ccc(N2C(=O)CC(N3CCC(n4c(=O)[nH]c5ccccc54)CC3)C2=O)cc1 (stereo not drawn)	-4.6	23.6
Fc1ccc2c(c1)nnn2C1CCN(Cc2ccccc2)CC1	27.1	24.9
COc1ccc(CCn2c(O)c(C=NCc3ccc4c(c3)OCO4)c(=O)[nH]c2=O)cc1OC	-37.9	28.7
Nc1c(C(=O)OCC2CCCO2)c2nc3ccccc3nc2n1Cc1cccs1 (stereo not drawn)	-49.7	45.1
CCN1CCN(Cc2cc(Br)ccc2O)CC1	-14.2	21.2
ON1C2CCCCC2N(O)C1c1ccccc1F (stereo not drawn)	-64.1	64.9
CCc1ccc(C(=O)C23CN4CN(CN(C4)C2)C3)cc1	36.5	11.1
Cn1c(O)c(C(=O)c2ccccc2)c(=O)n(C)c1=O	-23.2	22.6
C[C@H]1CCC[C@@H](O)CCC/C=C/c2cc(O)cc(O)c2C(=O)O1	-10.2	40.9
CCOC(=O)C1=C(C)OC(N)=C(C(=O)OC)C12C(=O)Nc1ccc(Br)cc12 (stereo not drawn)	33.4	21.8
Cc1ccnc(-n2c(C)cc(C=C3C(=O)N(C)C(=S)N(C)C3=O)c2C)c1	46.7	19
O=C(Cn1c2c(c(-c3ccccc3Cl)cc1=O)CCC2)N1CCC2(CC1)OCCO2	3.0	19.1
CCC(=NCc1ccco1)c1c(O)[nH]c(=O)[nH]c1=O	-37.5	30.1
CC(C(=O)c1c[nH]c2ccccc12)N1CCc2ccccc2C1 (stereo not drawn)	38.5	12.6
CC1(C)CC(=O)C(C=NCCN2CCN(C(=O)Cc3ccccc3)CC2)=C(O)C1	-4.0	20.4
CCNc1ccc(P(=S)(N(C)C)N(C)C)cc1	14.9	16.3
O=[N+]([O-])c1ccc(C2C3C(c4ccccc4)=NC4(CCCCC4)N32)cc1 (stereo not drawn)	-14.9	44.2
CCN(CC)CC(=O)Nc1ccc(Cl)cc1C(=O)c1ccccc1	28.1	13.2
CCN(CC)CCN=Cc1c(O)n(CCC2=CCCCC2)c(=O)[nH]c1=O	10.1	16.7
CCCCn1c(O)c(C=Nc2c(C)n(C)n(-c3ccccc3)c2=O)c(=O)[nH]c1=O	12.9	29.7
O=C1c2ccccc2C(=O)N1Cc1nc2ccccc2c(=O)n1-c1ccccn1	15.7	13.6
CC(C)CCC1(CN2CCCC2=O)C(=O)NC(=O)NC1=O	-13.4	45.3
CCC(CC)C(=O)NC1CCSC1=O (stereo not drawn)	-19.4	47.4
CC1(C)CN=C(Nc2ccc(F)c(F)c2)S1	1.0	51.5
CC(C)OCCCNC(=O)c1c(N)n(CC2CCCO2)c2nc3ccccc3nc12 (stereo not drawn)	-8.7	22.1
CN(C)C(=O)Oc1ccc(Cl)c2ccccc12	6.6	16.6
C=CCN1C(=O)NC(=O)C(Cc2ccc(OC)c(OC)c2)C1=O (stereo not drawn)	-29.8	25.6
CCOC(=O)c1c(C)n(CCOC)c2ccc(O)cc12	50.5	10.1
O=C1C2CCCN2C(c2ccc(Cl)c(Cl)c2)N1c1ccccn1 (stereo not drawn)	46.4	9.88
CC(C)CCC1(CCc2ccncc2)C(=O)NC(=O)NC1=O	-10.7	21.2
CC(=O)c1ccccc1NC(=O)C1C2CCC(O2)C1C(=O)O (stereo not drawn)	-16.6	21.9
NCC(CC(=O)O)C1CCCCC1 (stereo not drawn)	-83.4	59.2
O=c1[nH]c(=O)n(CCC2=CCCCC2)c(O)c1C=NCCCn1ccnc1	-12.4	43.1
Cc1ccc(N2C(=O)NC(=O)C3(Cc4ccccc4N4CCN(c5ccccc5)CC43)C2=O)cc1 (stereo not drawn)	14.2	17.3
Cc1cc(C)n2nc(C)[n+](C)c2n1	-24.4	25.2
CN(C)CC1CSCCC1(O)c1ccccc1Cl (stereo not drawn)	-48.5	27.8
O=C(O)Cn1cc(C(=O)c2ccccc2)c2ccccc21	22.2	15.3
CCN(CC)CCCN=C(C)c1c(O)n(C2CCCCC2)c(=O)[nH]c1=O	7.0	32.9
COc1ccc(N=C(C)c2c(O)n(C3CCCCC3)c(=O)[nH]c2=O)c(OC)c1	16.2	27.9
Cc1cc(N2C(=O)CC(N3CCC(n4c(=O)[nH]c5ccccc54)CC3)C2=O)no1 (stereo not drawn)	-5.4	46.5
CCn1c(C(=O)N2CCC(C(=O)N3CCC4(CC3)OCCO4)CC2)cc2sccc21	-21.4	21.8
CCOc1c(P(=S)(N(C)C)N(C)C)c(C)nn1-c1ccccc1	22.9	14.9
O=C(c1cnn2c(C(F)(F)F)cc(-c3ccccc3)nc12)N1CCC2(CC1)OCCO2	31.0	15.6
CCOC(=O)N(C)c1ccc(C(O)(C(=O)OCC)C(F)(F)F)cc1 (stereo not drawn)	4.2	18.7
CCN1CCC2(CC1)NC(CO)(CO)CO2	45.1	23.8
C=CCN(c1ccc(C(=O)N(CC)CC)cc1)S(C)(=O)=O	-141.7	46.4
CC(=O)Nc1ccc(OC(=O)c2ccccc2N)cc1	-56.8	30.2
CCN1c2nc3c(C)cccn3c(=O)c2CC2(C(=O)N(C)C(=O)N(C)C2=O)C1C (stereo not drawn)	-8.1	22
COc1ccccc1-n1c(-c2ccoc2)nc2ccccc2c1=O	6.3	36.5
CCOCCCNC(=O)CN1C2CCC1CC(O)(c1ccc(OC)cc1)C2 (stereo not drawn)	-39.3	47.5
O=CC(Cl)P(=O)(N1CCCCC1)N1CCCCC1 (stereo not drawn)	1.3	39
O=C(C1CCN(S(=O)(=O)c2ccccc2)CC1)N1CCC2(CC1)OCCO2	-30.1	49.2
CCCCc1ccc2[nH]cc(CCN)c2c1	74.8*	7.87*
CCC(=Nc1ccc2c(c1)CCC2)c1c(O)n(C2CCCCC2)c(=O)[nH]c1=O	-1.3	34.6
COc1ccc2c(c1)CC1(CN2C)C(=O)NC(=O)N(CCc2ccccc2)C1=O (stereo not drawn)	-15.8	39.4
Cc1oc(-c2ccccc2F)nc1CS(=O)CC(=O)N1CCC2(CC1)OCCO2 (stereo not drawn)	46.0	19.9
Cc1cccc(-n2c(-c3ccco3)nc3ccccc3c2=O)n1	-20.3	20.3
(listing goes on)
SMILES	Htt clearance	Htt clearance grain fraction
CCCCCCC(N)CC(=O)O (stereo not drawn)	-23.3	23.8
CCC12CN3CC(CC)(CN(C1)C3c1cccnc1)C2=O (stereo not drawn)	29.8	25.1
C=C(C)CSc1nnc([C@@H](N)Cc2c[nH]c3ccccc23)o1	26.8	14.3
O=C(Cc1ccccc1)N1CCN(CC2CC3C=CC2C3)CC1 (stereo not drawn)	22.4	14.6
O=c1[nH]c2ccccc2c(=O)n1-c1cccc(Cl)c1	6.9	33.4
O=c1[nH]c(=O)n(Cc2ccc(F)cc2)c(O)c1C=NCC1CCCO1 (stereo not drawn)	3.2	35.6
CCN(CC)CCOC(=O)c1cc2cc(COC)ccc2o1	-33.4	27
CCOC(=O)c1ccc(N2C(=O)CC(N3CCC(C#N)(c4ccccc4)CC3)C2=O)cc1 (stereo not drawn)	5.0	19.1
COc1ccc(OCC(=O)N2CCN(CC3CC4C=CC3C4)CC2)cc1 (stereo not drawn)	5.9	32.1
O=c1[nH]c(=O)n(C2CCCCCC2)c(O)c1C=NC1CCN(Cc2ccccc2)CC1	14.3	17.9
CCC(=Nc1cc(OC)ccc1OC)c1c(O)[nH]c(=O)[nH]c1=O	47.0	21.3
O=C(c1ccccc1)c1cn(CC(=O)N2CCCC2)c2ccccc12	21.1	37

A draw from above in order of number of heavy atoms, largest number first:
SMILES	Htt clearance	Htt clearance grain fraction
CCn1c(C(=O)N2CCC(C(=O)N3CCC4(CC3)OCCO4)CC2)cc2sccc21	-21.4	21.8
O=[N+]([O-])c1ccc(C2C3C(c4ccccc4)=NC4(CCCCC4)N32)cc1 (stereo not drawn)	-14.9	44.2
COc1ccccc1-n1c(-c2ccoc2)nc2ccccc2c1=O	6.3	36.5

Additional entries:
SMILES	Htt clearance	Htt clearance grain fraction
CCCCCCN=C(C)c1c(O)n(CCCC)c(=O)[nH]c1=O	-32.2	53.3
Cc1cc(C)n(CCOC(=O)C2C(C=C(Cl)Cl)C2(C)C)n1 (stereo not drawn)	27.8	24.5
CC(=NCCO)c1c(O)n(C)c(=O)n(C)c1=O	21.0	26.7
O=C1CN=C(c2ccccc2)c2oc3ccc(Br)cc3c2N1	40.9	24.9
CC1(C)C(C(=O)NCc2ccco2)C1(C)C	0.3	38
O=P(C(c1ccc2c(c1)OCO2)N1CCOCC1)(N1CCOCC1)N1CCOCC1 (stereo not drawn)	17.5	30.6
Clc1ccc2c(c1)C(c1ccccc1Cl)=NCc1nncn1-2	-13.9	21.4
CC(=NCCO)c1c(O)n(C2CCCCC2)c(=O)[nH]c1=O	-86.6	38.9
CN1C(=O)C(C2c3ccccc3C(=O)N2Cc2ccccc2)C(=O)N(C)C1=O (stereo not drawn)	-9.0	43.9
CN=C(SCc1cc2c(cc1Cl)OCO2)c1c(O)n(C)c(=O)n(C)c1=O	-1.3	45.3
O=C(CN1C(=O)CN=C(c2ccccc2)c2ccccc21)NCc1ccco1	-7.5	21.2
CCOC(=O)C1=C(N)OC(C)=C(C(=O)OCCOC)C12C(=O)Nc1ccccc12 (stereo not drawn)	0.6	18.4

21 successive entries from above, for reference:
SMILES	Htt clearance	Htt clearance grain fraction
CC(=O)c1ccccc1NC(=O)C1C2CCC(O2)C1C(=O)O (stereo not drawn)	-16.6	21.9
NCC(CC(=O)O)C1CCCCC1 (stereo not drawn)	-83.4	59.2
O=c1[nH]c(=O)n(CCC2=CCCCC2)c(O)c1C=NCCCn1ccnc1	-12.4	43.1
Cc1ccc(N2C(=O)NC(=O)C3(Cc4ccccc4N4CCN(c5ccccc5)CC43)C2=O)cc1 (stereo not drawn)	14.2	17.3
Cc1cc(C)n2nc(C)[n+](C)c2n1	-24.4	25.2
CN(C)CC1CSCCC1(O)c1ccccc1Cl (stereo not drawn)	-48.5	27.8
O=C(O)Cn1cc(C(=O)c2ccccc2)c2ccccc21	22.2	15.3
CCN(CC)CCCN=C(C)c1c(O)n(C2CCCCC2)c(=O)[nH]c1=O	7.0	32.9
COc1ccc(N=C(C)c2c(O)n(C3CCCCC3)c(=O)[nH]c2=O)c(OC)c1	16.2	27.9
Cc1cc(N2C(=O)CC(N3CCC(n4c(=O)[nH]c5ccccc54)CC3)C2=O)no1 (stereo not drawn)	-5.4	46.5
CCn1c(C(=O)N2CCC(C(=O)N3CCC4(CC3)OCCO4)CC2)cc2sccc21	-21.4	21.8
CCOc1c(P(=S)(N(C)C)N(C)C)c(C)nn1-c1ccccc1	22.9	14.9
O=C(c1cnn2c(C(F)(F)F)cc(-c3ccccc3)nc12)N1CCC2(CC1)OCCO2	31.0	15.6
CCOC(=O)N(C)c1ccc(C(O)(C(=O)OCC)C(F)(F)F)cc1 (stereo not drawn)	4.2	18.7
CCN1CCC2(CC1)NC(CO)(CO)CO2	45.1	23.8
C=CCN(c1ccc(C(=O)N(CC)CC)cc1)S(C)(=O)=O	-141.7	46.4
CC(=O)Nc1ccc(OC(=O)c2ccccc2N)cc1	-56.8	30.2
CCN1c2nc3c(C)cccn3c(=O)c2CC2(C(=O)N(C)C(=O)N(C)C2=O)C1C (stereo not drawn)	-8.1	22
COc1ccccc1-n1c(-c2ccoc2)nc2ccccc2c1=O	6.3	36.5
CCOCCCNC(=O)CN1C2CCC1CC(O)(c1ccc(OC)cc1)C2 (stereo not drawn)	-39.3	47.5
O=CC(Cl)P(=O)(N1CCCCC1)N1CCCCC1 (stereo not drawn)	1.3	39

Other records.
SMILES	Htt clearance	Htt clearance grain fraction
c1ccc2c(CCNC3=NCCC3)c[nH]c2c1	0.2	37.4
CC(C)N1CC=C(c2c[nH]c3ccccc23)CC1	-1.2	34.5
CCCCCn1c(N)c(C(=O)NCc2cccs2)c2nc3ccccc3nc21	-8.0	40.6
CCn1c(=O)n(CC(=O)N2CCC3(CC2)OCCO3)c(=O)c2ccccc21	14.3	29
CCN1c2nc3ccccn3c(=O)c2CC2(C(=O)N(C)C(=O)N(C)C2=O)C1C (stereo not drawn)	-19.9	55.5
CC(C)Cc1[nH]c(=O)c(C#N)c2c1CCC2	13.7	29.9
CC(C)NS(=O)(=O)c1ccc(OCC(=O)N2CCN(Cc3ccccc3)CC2)c(Cl)c1	-18.6	21.1
CSc1ccc(C(=O)C(C)(C)N2CCOCC2)cc1	-54.8	29.1
Cc1nc2ccccc2n1C1CCN(Cc2nnnn2CCc2ccccc2)CC1	13.9	29.5
O=C1CC(C(=O)N2CCC3(CC2)OCCO3)CN1CCc1ccccc1 (stereo not drawn)	15.0	31.5
Clc1ccc(N2CCN(Cc3ccccc3Cl)CC2)cc1	15.7	16.7
c1cncc(CNC2=NCCC2)c1	0.8	40.2
CN(C)C(=O)Oc1c(Cl)cc(Cl)c2ccccc12	28.4	12.7
CN1CCN(C(=O)COc2ccc(-c3nc4ccccc4s3)cc2)CC1	-23.8	45.5
CC(NC(=O)Oc1ccccc1)C(c1cccs1)N1CCOCC1 (stereo not drawn)	1.6	19.4
COc1ccc(C(=O)CC2C(=O)N(C)C(=O)N(C)C2=O)cc1	-13.7	21.7
C=CCn1c(O)c(C=NCCCOc2ccc(CC)cc2)c(=O)[nH]c1=S	11.8	15.8
Fc1cccc(F)c1CN1CCN(Cc2c(F)cccc2F)CC1	-25.1	26.8
CCCC(=O)Nc1cc(C(=O)N2CCC3(CC2)OCCO3)ccc1S(=O)(=O)c1ccc(C)cc1	-23.6	49.4

Bioassay records (PubChem BioAssay)

Some of the compounds tested, so the mix of outcomes need not match the whole.
